Compound activity from PubChem BioAssay.
TDP1 block: TDP1 (human) enzyme inhibition; Q9NUW8; recombinant TDP1, AlphaScreen DNA substrate cleavage; Potency, µM (doses to about 130 µM), without a hit: at the top dose activity change, negative = inhibition, hits mostly inhibitors; 0.28% of 350,000 active; further: nearly all actives have a fitted effect of over 40% in size
Target sequence (Q9NUW8 whole entry, looked up): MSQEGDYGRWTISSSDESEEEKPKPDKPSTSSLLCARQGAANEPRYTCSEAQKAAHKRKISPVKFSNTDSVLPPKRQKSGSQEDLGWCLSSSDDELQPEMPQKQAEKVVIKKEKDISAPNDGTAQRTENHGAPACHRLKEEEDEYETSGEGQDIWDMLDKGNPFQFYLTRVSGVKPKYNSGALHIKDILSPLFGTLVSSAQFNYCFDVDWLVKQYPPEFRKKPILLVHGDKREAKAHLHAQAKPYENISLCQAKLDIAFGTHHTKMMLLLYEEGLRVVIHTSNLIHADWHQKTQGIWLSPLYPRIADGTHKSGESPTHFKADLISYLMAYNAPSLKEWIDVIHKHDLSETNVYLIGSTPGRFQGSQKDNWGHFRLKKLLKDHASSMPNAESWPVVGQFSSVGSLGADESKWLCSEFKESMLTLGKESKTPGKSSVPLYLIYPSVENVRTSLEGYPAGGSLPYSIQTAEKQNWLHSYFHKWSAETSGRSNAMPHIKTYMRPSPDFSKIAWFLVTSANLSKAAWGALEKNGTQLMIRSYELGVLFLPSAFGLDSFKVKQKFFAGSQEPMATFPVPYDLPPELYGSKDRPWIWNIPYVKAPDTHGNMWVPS
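Recombinant human Tdp1 (E. coli-expressed, 1 nM final) preincubated with compounds 15 min at room temperature, then 5'-biotin/3'-phosphotyrosine-FITC DNA substrate (15 nM final) added for 5 min. AlphaScreen beads (10 ug/ml final) added 10 min; cleavage lowers signal.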
N370S GC: inhibits or activates N370S mutant glucocerebrosidase | Potency, µM (series often up to 59.4 µM), inactives show top-dose activity change, negative = inhibition, most hits filed as inhibitors | P04062 | N370S GC spleen homogenate, 4MU-glucoside fluorescence | 0.092% of 330,000 active;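 further: 0% = full enzyme activity and -100% = no enzyme basal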
FEN1 inh: blocks human flap endonuclease 1; Potency, µM (highest dose often 114 µM), inactives show at the top dose activity change, negative = inhibition, actives largely listed as inhibitors; AID 588795; P39748; Recombinant FEN1 flap cleavage, fluorescence, 15 min; 0.35% of 390,000 active; further: nearly all actives have a fitted effect of over 65% in size
Target sequence (P39748 whole entry, looked up): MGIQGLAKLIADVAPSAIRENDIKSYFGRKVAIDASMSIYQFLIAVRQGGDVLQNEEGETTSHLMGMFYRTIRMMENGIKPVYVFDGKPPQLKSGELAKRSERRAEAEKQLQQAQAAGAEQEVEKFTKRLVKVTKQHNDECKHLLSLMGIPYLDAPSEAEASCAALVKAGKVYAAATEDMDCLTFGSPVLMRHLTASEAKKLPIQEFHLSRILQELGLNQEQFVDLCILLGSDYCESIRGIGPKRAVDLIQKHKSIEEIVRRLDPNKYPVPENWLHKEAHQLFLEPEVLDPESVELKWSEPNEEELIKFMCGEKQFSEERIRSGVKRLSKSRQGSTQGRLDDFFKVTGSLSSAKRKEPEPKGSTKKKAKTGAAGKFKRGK
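Nuclease activity of 10 nM FEN1 was measured after 15 min of room-temperature exposure to titrated compounds, by adding 50 nM flap substrate and reading plates at 0 and 15 min.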
An asterisk follows results filed as active; ? = inconclusive; . = no result given; & = joins results of further samples; [ ] = another dose, or the depositor's remark. The call rests on the fitted dose curve; in most records, active means well fitted curve in the direction sought with a large enough effect; inconclusive means small, poorly fitted or top-dose-only effect, or another doubt; inactive means no such curve, though single readings can be large; an effect the other way counts as inactive or inconclusive. Unless noted, on the % scale 0 is the no-effect control and ±100 the full control effect; potency means the concentration at half of the fitted maximal effect.

The opening 17 entries, ahead of the listing:
SMILES	TDP1 block	N370S GC	FEN1 inh
CC(C)OCCCn1c(SCC(=O)N2CCCC2=O)nc2ccccc2c1=O	.	-1.0%	-2.1%
Cc1cccc2cc(C(c3nnnn3C(C)(C)C)N(Cc3ccco3)CC3CCCO3)c(=O)[nH]c12 (stereo not given)	.	12.1%	?
O=C(O)c1ccc2oc(=O)c(S(=O)(=O)c3ccccc3)cc2c1	.	2.4%	-3.0%
Cc1ccc(C)c(NC(=O)/C(C#N)=C/c2ccc[nH]2)c1	2.5%	1.6%	17.6%
Oc1cccc(NC(=S)N=Nc2c(O)[nH]c3ccc(Br)cc23)c1	.	7.94µM*	?
CCCCNc1ncnc2c1cnn2-c1ccccc1	6.3%	3.6%	0.7%
CCC(=O)N=C1SC2CS(=O)(=O)CC2N1c1cccc(OC)c1 (stereo not given)	9.5%	5.8%	1.7%
Cc1c(Cl)cccc1NS(=O)(=O)c1cccc2nsnc12	.	-13.3%	-0.2%
COc1ccc(C(C)=O)cc1CC(=O)NCCCn1ccnc1	6.5%	0.0%	-4.9%
CCOc1ccc(NC(=O)CNC(=O)c2ccc(OC)c(OC)c2)cc1	1.0%	2.0%	-3.1%
Cc1ccc(OCC(=O)NCCNC(=O)c2ccco2)cc1	0.0%[0.0935 µM]	-2.7%	2.0%
CNC(=O)c1c(NC(=O)c2cc(=O)c3ccccc3o2)sc2c1CCC2	-5.4%	.	17.5%
O=C(CN1C(=O)c2ccccc2C1=O)OCc1nc2ccsc2c(=O)[nH]1	0.9%	.	-2.9%
O=C(Nc1ccccc1N1CCCCC1)c1cnccn1	0.0%	9.3%	-22.4%
COc1ccc(N2CCN(Cc3nc4scc(-c5ccccc5)c4c(=O)[nH]3)CC2)cc1	6.7%	-5.2%	1.3%
COC(=O)[C@H](CCSC)NC(=O)Cn1cnc2c(SC)nc(N)nc21	1.0%	.	1.3%
O=C1c2nc3cc(-c4ccco4)[nH]n3c(=O)c2CN1Cc1ccccc1	.	1.7%	-11.1%

The listing, previewed entries included:
SMILES	TDP1 block	N370S GC	FEN1 inh
CC(C)OCCCn1c(SCC(=O)N2CCCC2=O)nc2ccccc2c1=O	.	-1.0%	-2.1%
Cc1cccc2cc(C(c3nnnn3C(C)(C)C)N(Cc3ccco3)CC3CCCO3)c(=O)[nH]c12 (stereo not given)	.	12.1%	?
O=C(O)c1ccc2oc(=O)c(S(=O)(=O)c3ccccc3)cc2c1	.	2.4%	-3.0%
Cc1ccc(C)c(NC(=O)/C(C#N)=C/c2ccc[nH]2)c1	2.5%	1.6%	17.6%
Oc1cccc(NC(=S)N=Nc2c(O)[nH]c3ccc(Br)cc23)c1	.	7.94µM*	?
CCCCNc1ncnc2c1cnn2-c1ccccc1	6.3%	3.6%	0.7%
CCC(=O)N=C1SC2CS(=O)(=O)CC2N1c1cccc(OC)c1 (stereo not given)	9.5%	5.8%	1.7%
Cc1c(Cl)cccc1NS(=O)(=O)c1cccc2nsnc12	.	-13.3%	-0.2%
COc1ccc(C(C)=O)cc1CC(=O)NCCCn1ccnc1	6.5%	0.0%	-4.9%
CCOc1ccc(NC(=O)CNC(=O)c2ccc(OC)c(OC)c2)cc1	1.0%	2.0%	-3.1%
Cc1ccc(OCC(=O)NCCNC(=O)c2ccco2)cc1	0.0%[0.0935 µM]	-2.7%	2.0%
CNC(=O)c1c(NC(=O)c2cc(=O)c3ccccc3o2)sc2c1CCC2	-5.4%	.	17.5%
O=C(CN1C(=O)c2ccccc2C1=O)OCc1nc2ccsc2c(=O)[nH]1	0.9%	.	-2.9%
O=C(Nc1ccccc1N1CCCCC1)c1cnccn1	0.0%	9.3%	-22.4%
COc1ccc(N2CCN(Cc3nc4scc(-c5ccccc5)c4c(=O)[nH]3)CC2)cc1	6.7%	-5.2%	1.3%
COC(=O)[C@H](CCSC)NC(=O)Cn1cnc2c(SC)nc(N)nc21	1.0%	.	1.3%
O=C1c2nc3cc(-c4ccco4)[nH]n3c(=O)c2CN1Cc1ccccc1	.	1.7%	-11.1%
CC1CCc2c(sc3ncnc(SCC(=O)N4CCN(C(=O)c5ccco5)CC4)c23)C1 (stereo not given)	2.1%	5.9%	.
Cc1ccc(/C=[N+](\[O-])c2ccccc2C)o1	1.7%	-3.2%	21.0%
Cn1c(=O)c2c(-c3ccccc3)n3c4ccccc4nc(-c4ccccc4)c3c2n(C)c1=O	1.1%	.	0.7%
Cc1cc(C)c2c(c1)N[C@H](c1cccs1)[C@@H]1CCO[C@H]21	1.2%	6.0%	-2.1%
CCC(C)C(NC(N)=O)C(=O)Nc1ccc(OCc2ccccc2)cc1 (stereo not given)	-0.6%	-17.5%	12.3%
CS(=O)(=O)c1ccc(Cl)c(NC(=O)COc2ccc3c(c2)CCC3)c1	.	-7.5%	2.8%
Cc1cccc(C2CC3(CC(C)(C)NC(=S)N3)Oc3cc(O)ccc32)c1 (stereo not given)	8.4%	-2.6%	-5.7%
COC(=O)c1ccc(OCC(O)CN2CCOCC2)cc1 (stereo not given)	.	4.3%	0.7%
COc1ccc(CC(=O)NNC(=O)c2ccco2)cc1OC	-9.6%	0.6%	-0.5%
CN(Cc1cnn(C)c1)C(=O)c1cc(COc2c(F)cccc2F)on1	0.0%	0.3%	14.0%
O=C(COC(=O)CNC(=O)c1ccco1)Nc1ccc(Cl)cn1	6.6%	0.0%	-7.7%
CN(C)C(CNC(=O)c1coc2ccccc2c1=O)c1ccccc1 (stereo not given)	.	-9.4%	-2.3%
COc1cccc(-n2ccnc2SCC(=O)Nc2ccc(Cl)c(Cl)c2)c1	2.2%	.	-10.7%
Cc1ccc(S(=O)(=O)N2CCOC2CNC(=O)C(=O)NCCN(C)C)cc1 (stereo not given)	1.3%	2.5%	0.1%
CC(/C=C/c1ccc(O)cc1)=N/O	5.9%[56.1 µM]	11.2%	-0.3%
Cn1c(SCC(=O)N2CCCCC2)nc2cccnc21	2.1%	-10.6%	7.6%
COc1ccc(C(=O)Nc2nc(-c3ccccc3)c(C(C)=O)s2)c(OC)c1	1.2%	2.8%	-6.8%
Cc1nc(-c2ccc(Cl)cc2)sc1C(=O)NNC(=O)C(C)C	3.9%	12.5%	15.2%
Cc1cccc(/C=C2\Sc3ccc(C(=O)NCC4CCCO4)cc3N(C)C2=O)c1 (stereo not given)	5.8%	-16.7%	-11.2%
O=C(NCc1ccc(Cl)cc1)N1CCOCC1	.	-5.8%	9.1%
O=C(Nc1ccccc1Cl)O/N=C(/c1ccccc1)c1ccccn1	0.0%	0.6%	14.0%
COc1ccc(N2CCN(C(=O)c3cc4c(=O)n(Cc5cccnc5)ccc4nc3C)CC2)cc1	8.4%	.	-3.3%
Cc1ccc(S(=O)(=O)N(C)c2ccc(OC(=O)c3ccc(N4CCCC4=O)cc3)cc2)cc1	0.9%[56.1 µM]	-2.6%	-1.1%
CCOC(=O)c1[nH]c(C)c(C(=O)OCCN2C(=O)c3ccccc3C2=O)c1C	5.8%	9.4%	5.7%
Cc1nnc(-c2cccc(Br)c2)c2cn(-c3ccccc3Cl)nc12	-1.5%	10.3%	-11.3%
O=C(NC1CCS(=O)(=O)C1)C1CCCN(S(=O)(=O)c2ccc(Cl)cc2)C1 (stereo not given)	2.7%	2.3%	-1.4%
Cc1ccc(N(CC(O)CN2CCCC2)S(=O)(=O)c2ccc(C)cc2)cc1 (stereo not given)	6.2%	-6.5%	0.9%
COc1ccc(S(=O)(=O)NCc2ccc(C(=O)NCc3cccnc3)cc2)cc1	-3.0%	-1.6%	.
CC(Cl)C(=O)Nc1ccccc1C#N (stereo not given)	2.4%	-8.9%	4.3%
Cc1ccc(C)c(CN2C(=O)C3CCCN3c3ccc(C#N)cc32)c1 (stereo not given)	2.1%	9.0%	-11.4%
CCOC(=O)c1cc(OC(=O)c2cccc(C)c2)n(-c2ccccc2)n1	1.1%	.	-5.5%
CC(C)(C)N(Cc1cc2ccccc2[nH]c1=O)C(=O)c1cccc([N+](=O)[O-])c1	2.8%	4.4%	10.2%
c1ccc(-c2cc3c(NCC4COc5ccccc5O4)ncnc3s2)cc1 (stereo not given)	2.8%	22.5%	-26.5%
COc1ccc(NC(C)=O)cc1NC(C)C(=O)Nc1cc(C(F)(F)F)ccc1N1CCOCC1 (stereo not given)	1.1%	5.3%	13.0%
COc1ccc(Cl)cc1NC(=O)CNc1ccccc1F	0.0%	26.8%	-0.2%
CCN1CC2=C(OC(N)=C(C#N)C2c2ccccc2)/C(=C\c2ccccc2)C1 (stereo not given)	8.7%	-7.4%	-21.5%
Cc1cc(C)cc(-n2c(SCC(N)=O)nc3c([nH]c4ccccc43)c2=O)c1	2.2%	.	-11.5%
COc1ccc(NC(=O)C(C)SCc2ccccc2)cc1 (stereo not given)	4.8%	5.5%	2.9%
N#Cc1ccccc1NC(=O)Nc1ccc(Cl)cc1	7.8%	4.9%	-0.7%
COc1cc(NC(=O)c2cc(-c3cccs3)on2)c(OC)cc1Cl	8.2%	.	-2.9%
COc1cc(/C=C(\C#N)C(=O)Nc2cccc(C(=O)O)c2)ccc1OCc1ccc(F)cc1	56.2µM*	-18.7%	?
CC(OC(=O)C1CCN(S(=O)(=O)c2ccccc2)CC1)C(=O)Nc1ncc(Cl)cc1Cl (stereo not given)	7.1%	0.5%	-1.4%
O=C(c1cc(Br)c(Br)s1)N1CCOCC1	.	-13.8%	-10.4%

(next part)
SMILES	TDP1 block	N370S GC	FEN1 inh
CCOC(=O)C1CCN(C(=O)c2sc3ncnc(N4CCC(C)CC4)c3c2C)CC1	0.0%	3.5%	0.4%
Oc1ccc(/C=N/Nc2cccc3cccnc23)c(O)c1	5.3%	0.6%	?
CC(=O)Nc1ccc(S(=O)(=O)C(C#N)c2nc3ccccc3nc2NCCCO)cc1 (stereo not given)	5.1%	?	-11.3%
COc1cc(-c2nnc(SCC#CCO)o2)cc(OC)c1OC	4.0%	-5.2%	-14.6%
O=C(OCc1ccccc1)c1ccc2c(c1)-c1ccccc1C2=O	5.3%	21.4%	-14.2%
COc1ccc(NC(=S)NNC(=O)c2nnn(-c3ccccc3)c2C)cc1	10.5%	-6.3%	-2.7%
Cc1ccc(NC(=O)Cn2nc(C(=O)Nc3ccc(C)cc3)ccc2=O)cc1	-0.3%&1.5%	0.2%	20.0%&-13.8%
CCOC(=O)CSc1nnc(-c2ccco2)n1C	3.2%	-7.3%	1.0%
Cc1ccc2c(c1)N(C(=O)CCC(=O)N1CCN(c3cccc(C)c3C)CC1)CCO2	.	-0.2%	-20.1%
CCCC(c1nnnn1Cc1ccco1)N1CCC(C(N)=O)CC1 (stereo not given)	-2.1%	14.4%	-1.3%
O=C1CC(NS(=O)(=O)c2ccc([N+](=O)[O-])cc2)CN1c1cccc(F)c1 (stereo not given)	0.2%	-17.2%	-6.0%
CC(C)N(Cc1ccccc1)C(=S)NCc1ccccc1	3.0%	-2.0%	5.5%
COc1cc(/C=N/n2c(-c3cc(C)[nH]n3)n[nH]c2=S)cc(OC)c1O	2.6%	-1.4%	-0.1%
CC1(c2ccccc2)NC(=O)N(CC(=O)N2CCN(S(=O)(=O)c3c(F)cccc3F)CC2)C1=O (stereo not given)	-1.0%	.	1.2%
O=C(Nc1ccc2nsnc2c1)C1CC1	-6.0%	22.6%	3.4%
CCC(C)NC(=O)c1nn(C)c(=O)c2ccccc12 (stereo not given)	-2.6%	3.9%	1.3%
NNC(=O)c1ccncc1	2.7%	-9.4%	-1.8%
Oc1[nH]c2ccccc2c1N=Nc1cccc(Cl)c1	.	-9.9%	-7.7%
NC(=O)CSc1nnc(-c2ccc(S(=O)(=O)N3CCOCC3)cc2)n1CC1CCCO1 (stereo not given)	3.0%	1.6%[2.35 µM]	-0.5%
O=C(O)c1ccc(-n2c(-c3cc(C4CC4)[nH]n3)n[nH]c2=S)cc1	?	3.6%	-2.6%
C=CCC[C@@H](Cc1ccc(F)cc1)C(=O)OC[C@@H]1CCCN1C(=O)[C@H](CC=C)CC(=O)N[C@H](CO)Cc1ccccc1	0.5%	.	-2.2%

Single records, from the list above. Screens in order: TDP1 block | N370S GC | FEN1 inh
Listed for `COc1cc(-c2nnc(SCC#CCO)o2)cc(OC)c1OC` → 4.0% | -5.2% | -14.6%
Listed for `O=C(O)c1ccc(-n2c(-c3cc(C4CC4)[nH]n3)n[nH]c2=S)cc1` → ? | 3.6% | -2.6%
Listed for `Oc1ccc(/C=N/Nc2cccc3cccnc23)c(O)c1` → 5.3% | 0.6% | ?
